# NSD2 inh – blocks human NSD2 histone methyltransferase activity; O96028; NSD2-SET H3K36me1 DELFIA fluorescence, biochemical; 0.07% of 44,000 active; inhibition, % at 12.5 µM; in the data active means inhibition above about 54%, passing the limit was not always enough;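 further: inhibitors reduce the monomethyl H3K36 fluorescence signal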
# Target sequence (O96028 whole entry, looked up): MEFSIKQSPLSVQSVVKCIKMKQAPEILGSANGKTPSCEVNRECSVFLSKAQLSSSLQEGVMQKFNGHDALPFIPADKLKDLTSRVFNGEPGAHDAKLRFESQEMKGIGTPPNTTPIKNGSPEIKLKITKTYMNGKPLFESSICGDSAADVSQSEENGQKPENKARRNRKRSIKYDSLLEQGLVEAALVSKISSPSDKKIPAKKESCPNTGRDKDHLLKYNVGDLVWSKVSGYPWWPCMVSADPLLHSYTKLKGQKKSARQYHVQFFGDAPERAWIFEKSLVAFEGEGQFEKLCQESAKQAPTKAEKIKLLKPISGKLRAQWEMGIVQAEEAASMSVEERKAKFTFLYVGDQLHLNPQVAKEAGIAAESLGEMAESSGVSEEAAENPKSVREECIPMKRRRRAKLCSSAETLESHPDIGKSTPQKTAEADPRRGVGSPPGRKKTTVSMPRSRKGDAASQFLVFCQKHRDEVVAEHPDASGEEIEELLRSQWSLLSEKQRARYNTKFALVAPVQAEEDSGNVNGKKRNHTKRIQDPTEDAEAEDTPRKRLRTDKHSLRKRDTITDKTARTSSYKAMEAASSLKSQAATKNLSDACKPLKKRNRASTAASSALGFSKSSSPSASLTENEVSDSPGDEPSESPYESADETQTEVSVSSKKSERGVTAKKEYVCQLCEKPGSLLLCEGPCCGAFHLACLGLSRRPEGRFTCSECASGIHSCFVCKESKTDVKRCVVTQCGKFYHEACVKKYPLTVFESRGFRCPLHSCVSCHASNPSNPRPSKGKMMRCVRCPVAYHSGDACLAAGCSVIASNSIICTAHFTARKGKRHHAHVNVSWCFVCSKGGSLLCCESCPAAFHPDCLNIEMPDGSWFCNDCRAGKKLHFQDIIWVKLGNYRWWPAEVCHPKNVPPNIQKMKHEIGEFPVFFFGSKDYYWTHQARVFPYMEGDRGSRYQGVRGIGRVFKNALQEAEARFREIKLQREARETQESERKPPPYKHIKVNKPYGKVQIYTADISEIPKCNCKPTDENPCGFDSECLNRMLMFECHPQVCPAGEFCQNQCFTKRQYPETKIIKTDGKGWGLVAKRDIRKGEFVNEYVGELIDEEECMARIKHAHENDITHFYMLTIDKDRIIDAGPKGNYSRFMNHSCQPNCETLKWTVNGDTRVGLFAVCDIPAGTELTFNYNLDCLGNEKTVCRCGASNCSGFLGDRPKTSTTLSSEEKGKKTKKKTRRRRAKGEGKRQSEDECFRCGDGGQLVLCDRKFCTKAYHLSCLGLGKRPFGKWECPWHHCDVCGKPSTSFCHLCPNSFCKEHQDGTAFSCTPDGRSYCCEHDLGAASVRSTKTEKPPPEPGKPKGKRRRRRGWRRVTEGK
# Numbers without * were called inactive; & = joins results of further samples. Some of the compounds tested; count on the stated rates, not on these rows.
SMILES,NSD2 inh
C[C@@H]1CN([C@@H](C)CO)C(=O)Cc2cc(NC(=O)CCCN(C)C)ccc2O[C@H]1CN(C)Cc1ccc(C(F)(F)F)cc1,5
COc1ccc(-c2cnc3c(c2)C(=O)N([C@H](C)CO)C[C@H](C)[C@H](CN(C)S(C)(=O)=O)O3)cc1,4&-1
C=CCNC(=O)[C@H]1[C@@H]2C(=O)O[C@@H](c3ccccc3)[C@@H](c3ccccc3)N2[C@@H](c2ccc(O)cc2)[C@]12C(=O)Nc1ccc(C#Cc3ccc(OC)cc3)cc12,13
COc1ccc(NC(=O)Nc2ccc3c(c2)C(=O)N([C@@H](C)CO)C[C@@H](C)[C@@H](CN(C)Cc2ccncc2)O3)cc1,4
CCC(=O)N(C)C[C@H]1Oc2ncc(C#CC(C)C)cc2C(=O)N([C@@H](C)CO)C[C@H]1C,1
CC(=O)OCC(=O)[C@@]1(O)CCC2C3CC[C@@H]4C[C@H](OC(C)=O)CC[C@]4(C)C3C(=O)C[C@@]21C (stereo partly drawn),7
O=C(C[C@H]1C[C@H]2c3cc(NC(=O)c4cccnc4)ccc3O[C@H]2[C@H](CO)O1)NCC1CC1,-2
CC(=O)N(C)C[C@@H]1Oc2ncc(-c3cccc(C#N)c3)cc2C(=O)N([C@H](C)CO)C[C@H]1C,4
C[C@H](CO)N1C[C@H](C)[C@@H](CN(C)Cc2ccc(C(=O)Nc3ccccc3N)cc2)Oc2ccc(NS(=O)(=O)c3cccs3)cc2CC1=O,5
O=C(CC1CC1)Nc1ccc2c(c1)[C@@H]1C[C@H](CC(=O)NC3CCCC3)O[C@H](CO)[C@@H]1O2,1
C[C@@H]1CN([C@H](C)CO)C(=O)c2cccc(NS(=O)(=O)c3cccs3)c2O[C@H]1CN(C)Cc1ccc(Cl)c(Cl)c1,-1
C[C@H](CO)N1C[C@H](C)[C@@H](CN(C)Cc2ccc(-c3ccccc3)cc2)Oc2ccc(NC(=O)Nc3ccc(F)cc3)cc2C1=O,-4
CNC[C@@H]1Oc2ccc(NS(=O)(=O)c3ccc(Cl)cc3)cc2CC(=O)N([C@H](C)CO)C[C@H]1C,-6
C[C@@H]1CN([C@H](C)CO)C(=O)c2cc(NC(=O)CCN3CCOCC3)ccc2O[C@@H]1CN(C)Cc1ccc(Oc2ccccc2)cc1,-10
COc1ccc(S(=O)(=O)Nc2ccc3c(c2)C(=O)N([C@@H](C)CO)C[C@@H](C)[C@@H](CN(C)Cc2ccncc2)OCCCC[C@@H](C)O3)cc1,3
COc1ccc(NC(=O)N(C)C[C@@H]2Oc3ccc(NS(=O)(=O)c4ccc(Cl)cc4)cc3C(=O)N([C@H](C)CO)C[C@@H]2C)cc1,4
COc1ccc(S(=O)(=O)N(C)C[C@@H]2Oc3ccc(NC(=O)c4ccncc4)cc3C(=O)N([C@H](C)CO)C[C@@H]2C)cc1,1
Cc1noc(C)c1NC(=O)N(C)C[C@H]1Oc2ccc(NS(=O)(=O)c3ccccc3)cc2CC(=O)N([C@H](C)CO)C[C@H]1C,4
C[C@H]1CN([C@@H](C)CO)C(=O)c2cc(NS(=O)(=O)c3cccs3)ccc2O[C@@H]1CN(C)Cc1ccccc1,1
Cc1ccc(S(=O)(=O)Nc2ccc3c(c2)C(=O)N([C@@H](C)CO)C[C@@H](C)[C@@H](CN(C)S(=O)(=O)c2ccc(Cl)cc2)O3)cc1,-8

# 2 of these compounds, set out differently.
CNC[C@@H]1Oc2ccc(NS(=O)(=O)c3ccc(Cl)cc3)cc2CC(=O)N([C@H](C)CO)C[C@H]1C
  NSD2 inh: -6

C[C@@H]1CN([C@H](C)CO)C(=O)c2cc(NC(=O)CCN3CCOCC3)ccc2O[C@@H]1CN(C)Cc1ccc(Oc2ccccc2)cc1
  NSD2 inh: -10

# More records
SMILES,NSD2 inh
Cc1ccccc1-c1ccc2c(c1)O[C@@H](CN(C)C(=O)Nc1ccc(C(F)(F)F)cc1)[C@H](C)CN([C@@H](C)CO)S2(=O)=O,-7
C[C@@H]1CN([C@@H](C)CO)C(=O)Cc2cc(NS(C)(=O)=O)ccc2O[C@@H]1CN(C)S(=O)(=O)c1cn(C)cn1,4
C[C@H](CO)N1C[C@H](C)[C@@H](CN(C)S(=O)(=O)c2ccccc2)Oc2ccc(NC(=O)Nc3ccc(F)cc3)cc2CC1=O,-4
C[C@@H]1CN([C@@H](C)CO)C(=O)c2cc(NC(=O)NC3CCCCC3)ccc2O[C@@H]1CN(C)S(=O)(=O)c1ccc(F)cc1,-3
O=C(C[C@H]1C[C@@H]2c3cc(NC(=O)C4CCOCC4)ccc3O[C@@H]2[C@@H](CO)O1)NCc1ccccn1,-8
COc1ccc(NC(=O)N(C)C[C@@H]2OCCCC[C@H](C)Oc3ccc(NC(=O)Nc4ccc(C(F)(F)F)cc4)cc3C(=O)N([C@@H](C)CO)C[C@H]2C)cc1,-1
O=C(CCCCCC(=O)Nc1ccccc1O)N/N=C/c1ccc2c(c1)CCO2,-1
Cc1noc(C)c1S(=O)(=O)Nc1ccc2c(c1)C(=O)N([C@@H](C)CO)C[C@H](C)[C@H](CN(C)C(=O)Nc1ccc3c(c1)OCO3)OCCCC[C@H](C)O2,-1
CCCNC(=O)C[C@H]1C[C@@H]2c3cc(NC(=O)CN(C)C)ccc3O[C@@H]2[C@@H](CO)O1,2
C[C@@H]1CN([C@H](C)CO)C(=O)c2cc(NS(C)(=O)=O)ccc2O[C@@H](C)CCCCO[C@H]1CN(C)S(=O)(=O)c1ccc(Cl)cc1,-4
C[C@@H]1CN([C@@H](C)CO)C(=O)c2cc(C#CC3CCCCC3)cnc2O[C@@H]1CN(C)S(=O)(=O)c1cccc(F)c1,-7
C[C@@H]1CN([C@H](C)CO)C(=O)CCCn2nncc2CO[C@@H]1CN(C)Cc1ccncc1,1
CNC[C@@H]1OCCCC[C@H](C)Oc2ccc(N)cc2C(=O)N([C@@H](C)CO)C[C@H]1C,-6
CC(=O)N(C)C[C@H]1Oc2ncc(-c3ccccc3C)cc2C(=O)N([C@H](C)CO)C[C@H]1C,-28
Cc1noc(C)c1NC(=O)Nc1ccc2c(c1)CC(=O)N([C@H](C)CO)C[C@@H](C)[C@H](CN(C)CC1CCCCC1)O2,1
COc1ccc(S(=O)(=O)Nc2cccc3c2O[C@@H](CN(C)Cc2ccc4c(c2)OCO4)[C@@H](C)CN([C@H](C)CO)C3=O)cc1,0
C[C@@H]1CCCCO[C@@H](CN(C)C(=O)Nc2ccc(F)cc2)[C@@H](C)CN([C@@H](C)CO)C(=O)c2cc(NC(=O)Nc3ccc(C(F)(F)F)cc3)ccc2O1,-7
C[C@@H]1CN([C@@H](C)CO)S(=O)(=O)c2ccc(-c3cncnc3)cc2O[C@H]1CN(C)C(=O)NC1CCCC1,1
COc1ccc(S(=O)(=O)N(C)C[C@@H]2OCCCC[C@@H](C)Oc3ccc(NS(=O)(=O)c4ccc(Cl)cc4)cc3C(=O)N([C@H](C)CO)C[C@@H]2C)cc1,4
C[C@H](CO)N1C[C@H](C)[C@@H](CN(C)C(=O)Nc2cccc3ccccc23)Oc2ccc(NS(=O)(=O)c3cccs3)cc2C1=O,-1
Cc1ccc(/C=N/NC(=O)CCCCCC(=O)Nc2ccccc2O)o1,1
C[C@@H]1CCCCO[C@@H](CN(C)S(=O)(=O)c2ccccc2)[C@@H](C)CN([C@H](C)CO)C(=O)c2cc(NS(=O)(=O)c3ccc(F)cc3)ccc2O1,4
C[C@@H]1CN([C@@H](C)CO)C(=O)c2cc(NC(=O)Nc3ccccc3)ccc2O[C@@H](C)CCCCO[C@H]1CN(C)S(=O)(=O)c1cccs1,-2
C[C@H]1CN([C@@H](C)CO)C(=O)Cc2cc(NC(=O)Cc3ccccc3)ccc2O[C@H]1CN(C)CC1CCCCC1,-2
Cc1ccc(S(=O)(=O)Nc2ccc3c(c2)C(=O)N([C@H](C)CO)C[C@H](C)[C@H](CN(C)Cc2ccc(C(=O)Nc4ccccc4N)cc2)OCCCC[C@@H](C)O3)cc1,-5
C[C@@H]1CN([C@H](C)CO)C(=O)c2cc(NS(=O)(=O)c3ccc(F)cc3)ccc2O[C@@H](C)CCCCO[C@@H]1CN(C)S(=O)(=O)c1cccs1,-2
C[C@@H]1CN([C@@H](C)CO)C(=O)c2cc(NC(=O)C3CC3)ccc2O[C@@H]1CN(C)Cc1ccc(Cl)c(Cl)c1,2
C[C@H](CO)N1C[C@H](C)[C@H](CN(C)Cc2ccc3c(c2)OCCN3C)OCc2cnnn2CCCC1=O,1
Cc1noc(C)c1S(=O)(=O)N(C)C[C@@H]1OCCCC[C@H](C)Oc2ccc(NC(=O)C3CCCCC3)cc2C(=O)N([C@H](C)CO)C[C@@H]1C,-4
C[C@@H]1CN([C@H](C)CO)C(=O)c2cc(NC(=O)NC3CCCCC3)ccc2O[C@@H]1CN(C)C,-14
C[C@@H]1CN([C@@H](C)CO)C(=O)c2cccc(NC(=O)Nc3cccc4ccccc34)c2O[C@H]1CN(C)S(C)(=O)=O,3
C[C@@H]1CN([C@H](C)CO)C(=O)c2cc(N(C)C)ccc2O[C@H]1CN(C)S(=O)(=O)c1cn(C)cn1,1
COCC(=O)N(C)C[C@H]1Oc2ncc(C#Cc3cccnc3)cc2C(=O)N([C@@H](C)CO)C[C@@H]1C,-2
COc1ccccc1-c1cnc2c(c1)C(=O)N([C@H](C)CO)C[C@H](C)[C@H](CN(C)Cc1ccccc1)O2,-4
COc1ccccc1-c1cnc2c(c1)C(=O)N([C@@H](C)CO)C[C@H](C)[C@@H](CN(C)Cc1ccc(F)cc1)O2,16
C[C@@H]1CN([C@@H](C)CO)C(=O)CCCn2nncc2CO[C@@H]1CN(C)CC1CC1,2
C[C@@H]1CCCCO[C@H](CN(C)C(=O)CCC(F)(F)F)[C@@H](C)CN([C@H](C)CO)C(=O)c2cc(NS(=O)(=O)c3cn(C)cn3)ccc2O1,2
C[C@@H]1CN([C@@H](C)CO)C(=O)c2cc(C3=CCCC3)cnc2O[C@@H]1CN(C)C(=O)Nc1ccccc1,1
COc1ccc(C#Cc2cnc3c(c2)C(=O)N([C@H](C)CO)C[C@H](C)[C@H](CN(C)Cc2ccncc2)O3)cc1OC,2
COCC(=O)N(C)C[C@H]1Oc2cc(C#CCC3CCCC3)ccc2S(=O)(=O)N([C@H](C)CO)C[C@@H]1C,0
Cc1noc(C)c1NC(=O)N(C)C[C@@H]1Oc2ccc(NS(=O)(=O)c3cccs3)cc2C(=O)N([C@@H](C)CO)C[C@@H]1C,1
CCCN(C)C[C@@H]1Oc2cc(-c3ccccc3)ccc2S(=O)(=O)N([C@H](C)CO)C[C@@H]1C,-1
C[C@@H]1CN([C@H](C)CO)S(=O)(=O)c2ccc(-c3ccc(C#N)cc3)cc2O[C@@H]1CN(C)C,-5
C[C@@H]1CN([C@H](C)CO)C(=O)c2cc(NC(=O)c3ccccc3)ccc2O[C@@H](C)CCCCO[C@H]1CN(C)Cc1ccc(C(=O)O)cc1,2
C[C@@H]1CN([C@@H](C)CO)C(=O)c2cccc(NC(=O)Nc3ccc(F)cc3)c2O[C@@H]1CN(C)C,-8
COc1ccc(CN(C)C[C@H]2Oc3c(NC(=O)NC(C)C)cccc3C(=O)N([C@@H](C)CO)C[C@H]2C)cc1,-4
C[C@@H]1CN([C@H](C)CO)C(=O)c2cc(NC(=O)C3CCCCC3)ccc2O[C@H]1CN(C)S(=O)(=O)c1ccc(Cl)cc1,12
CC(C)CC#Cc1cnc2c(c1)C(=O)N([C@H](C)CO)C[C@@H](C)[C@@H](CN(C)C(=O)c1ccc3c(c1)OCO3)O2,0
C[C@@H]1CCCCO[C@H](CN(C)S(C)(=O)=O)[C@@H](C)CN([C@@H](C)CO)C(=O)c2cc(NC(=O)c3ccncc3)ccc2O1,1
C[C@@H]1CCCCO[C@H](CN(C)S(=O)(=O)c2ccccc2)[C@@H](C)CN([C@@H](C)CO)C(=O)c2cc(NC(=O)c3ccccc3)ccc2O1,-15

# An excerpt from further up:
SMILES,NSD2 inh
C[C@@H]1CN([C@@H](C)CO)C(=O)c2cccc(NC(=O)Nc3ccc(F)cc3)c2O[C@@H]1CN(C)C,-8
COc1ccc(CN(C)C[C@H]2Oc3c(NC(=O)NC(C)C)cccc3C(=O)N([C@@H](C)CO)C[C@H]2C)cc1,-4
C[C@@H]1CN([C@H](C)CO)C(=O)c2cc(NC(=O)C3CCCCC3)ccc2O[C@H]1CN(C)S(=O)(=O)c1ccc(Cl)cc1,12
CC(C)CC#Cc1cnc2c(c1)C(=O)N([C@H](C)CO)C[C@@H](C)[C@@H](CN(C)C(=O)c1ccc3c(c1)OCO3)O2,0
C[C@@H]1CCCCO[C@H](CN(C)S(C)(=O)=O)[C@@H](C)CN([C@@H](C)CO)C(=O)c2cc(NC(=O)c3ccncc3)ccc2O1,1
C[C@@H]1CCCCO[C@H](CN(C)S(=O)(=O)c2ccccc2)[C@@H](C)CN([C@@H](C)CO)C(=O)c2cc(NC(=O)c3ccccc3)ccc2O1,-15

# Other structures follow:
SMILES,NSD2 inh
CC(C)CC#Cc1ccc2c(c1)O[C@H](CN(C)Cc1ccc(F)cc1)[C@@H](C)CN([C@@H](C)CO)S2(=O)=O,-8
CCc1c(O)cc(OC)c2c1O[C@H](C)CC2=O,-1
[N-]=[N+]=Nc1ccccc1C[C@@]1(C(=O)NCc2ccccc2)N=C(c2ccc(OCCCO)cc2)O[C@@H]1c1ccccc1,7
C[C@H](NC(=O)C[C@H]1C[C@@H]2c3cc(NC(=O)Nc4ccc(C(F)(F)F)cc4)ccc3O[C@@H]2[C@@H](CO)O1)c1ccccc1,-6
C[C@H](CO)N1C[C@H](C)[C@H](CN(C)C(=O)Nc2ccc(C(F)(F)F)cc2)Oc2ccc(NC(=O)Nc3ccccc3)cc2C1=O,5
O=C(C[C@H]1CC[C@@H](NC(=O)C2CCC2)[C@H](CO)O1)NCCCN1CCOCC1,2
C[C@H]1CN([C@@H](C)CO)C(=O)Cc2cc(NS(C)(=O)=O)ccc2O[C@@H]1CN(C)CC1CCCCC1,1
C[C@H](CO)N1C[C@H](C)[C@@H](CN(C)S(C)(=O)=O)Oc2ncc(C#CC3CCCCC3)cc2C1=O,1
COc1ccc(NC(=O)Nc2cccc3c2O[C@@H](CN(C)Cc2ccc(C(=O)Nc4ccccc4N)cc2)[C@H](C)CN([C@@H](C)CO)C3=O)cc1,1

# Screens from PubChem BioAssay.
